High-throughput results deposited in PubChem BioAssay by National Center for Advancing Translational Sciences (NCATS).
CHX counter: counter-screen hit for Shiga toxin inhibitors, cycloheximide. cell reporter, cycloheximide protein synthesis inhibition counterscreen. AID 2314. 300,000 tested, 12% active. max response, %; in the data active means max response mostly above about 13%, no sharp cut-off; inactive means mostly below about 14%; further: read at 38.3 µM for the half of the compounds with a filed dose; 0% is about no effect
Pf growth 48h: P. falciparum growth inhibition at 48 hours (one generation) | P. falciparum luciferase growth in erythrocytes, 48 h | 310,000 tested, 5.9% active | Potency, µM (highest dose often 28.7 µM), without a hit: at the highest dose activity change, negative = inhibition, hits mostly inhibitors | AID 504832; further: potency means the concentration at half of the fitted maximal effect; on the % scale 0 is the no-effect control and ±100 the full control effect
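Here the parasites carry a stable luciferase gene and grow inside erythrocytes in Albumax-based RPMI medium with compound for one erythrocytic cycle. Activity is scored as loss of luminescent signal.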
HCV inh: blocks hepatitis C virus. Huh7.5.1 HCVcc-Cre infection, luciferase reporter, 44 h. AID 651820. Potency, µM (highest dose often 41.8 µM), for inactives: at the top dose activity change, negative = inhibition, hits mostly inhibitors. 340,000 tested, 3.4% active; further: potency means the concentration at half of the fitted maximal effect; on the % scale 0 is the no-effect control and ±100 the full control effect
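Infectious HCVcc-Cre (~0.5 moi) was added to cells just after compound, with cells seeded 4 h earlier at 1,000 per well. Luciferase activity after 44 h culture reported infection; substrate was incubated 15 min at room temperature before reading.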
Shiga inhibitor: inhibitors of Shiga toxin in Vero cells | Vero cells, Shiga toxin protein synthesis inhibition reporter | inhibition, % at 38.7 µM | 290,000 tested, 9.2% active | AID 2315; in the data active means inhibition mostly above about 28%, no sharp cut-off; inactive means mostly below about 43%; further: 0% is about no effect
Pf growth 96h: P. falciparum growth inhibition at 96 hour, primary screen for plastid delayed-death inhibitors; P. falciparum luciferase reporter growth, 96 h; Potency, µM (series often up to 28.7 µM), for the others: at the highest dose activity change, negative = inhibition, actives largely listed as inhibitors; 320,000 tested, 6.9% active; AID 504834; further: potency means the concentration at half of the fitted maximal effect; on the % scale 0 is the no-effect control and ±100 the full control effect
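Two-generation exposure (96 h) targets delayed-death phenotype. Reporter parasites carrying integrated firefly luciferase, in red cells at 2% hematocrit and 0.05% parasitemia final, kept at 37 C, 5% CO2; luminescence loss indicates inhibition.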
Giardia FBPA inh: inhibitors of Giardia lamblia fructose-1,6-bisphosphate aldolase; purified Giardia FBPA; 290,000 tested, 0.71% active; A8B2U2; Potency, µM (titrated, usually from 59.6 µM), without a hit: top-dose activity, negative = inhibition, most hits filed as inhibitors; further: potency means the concentration at half of the fitted maximal effect; on the % scale 0 is the no-effect control and ±100 the full control effect; nearly all actives have a fitted effect of over 55% in size
Target sequence (A8B2U2 whole entry, looked up): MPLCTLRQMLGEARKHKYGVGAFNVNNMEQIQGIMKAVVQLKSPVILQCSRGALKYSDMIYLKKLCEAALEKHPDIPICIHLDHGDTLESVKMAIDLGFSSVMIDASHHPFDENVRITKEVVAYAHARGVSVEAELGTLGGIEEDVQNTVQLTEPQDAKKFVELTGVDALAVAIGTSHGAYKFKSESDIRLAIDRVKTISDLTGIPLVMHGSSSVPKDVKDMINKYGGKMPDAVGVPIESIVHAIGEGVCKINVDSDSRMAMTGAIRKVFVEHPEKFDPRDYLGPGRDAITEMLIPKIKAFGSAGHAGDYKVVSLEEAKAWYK
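40 nM FBPA preincubated 10 min at RT with compound (up to 57.5 uM final), then substrate plus GAPDH/TPI/NAD/arsenate coupling and diaphorase/resazurin added. Fluorescence read after 20 min at RT, 525/598 nm.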
An asterisk follows results filed as active; i = inactive; u = inconclusive; x = not tested or not shown; & = joins results of further samples; [ ] = remark or other dose. Unless noted, the call rests on the fitted dose curve; in most records, active means well fitted curve in the direction sought with a large enough effect; inconclusive means small, poorly fitted or top-dose-only effect, or another doubt; inactive means no such curve, though single readings can be large; an effect the other way counts as inactive or inconclusive.

SMILES | CHX counter | Pf growth 48h | HCV inh | Shiga inhibitor | Pf growth 96h | Giardia FBPA inh
COc1ccc(Cn2c(=O)oc3ccccc32)cc1F | 0.9 | 32.6%[activator] | 9.7% | 19.3 | 42.9%[activator] | 9.7%
COc1ccc(N2C(=O)C3CCCN3C2c2ccccc2OC)cc1 (stereo unspecified) | 2.4 | x | 6.6% | -10.3 | u | 0.1%
CS(=O)(=O)c1cnc2c(-c3ccsc3)cnn2c1N | 37.8* | 78.6%[activator] | 17.1% | 66.5* | 139.9%[activator] | -4.1%
Cc1cccnc1NC(=O)CNC(=O)C12CC3CC(CC(C3)C1)C2 | x | 25.0% | 9.9% | x | 4.1% | x
O=C(Cc1ccccc1)N1CCN(C(=O)c2cccs2)CC1 | -3.9 | 1.6% | 3.2% | 23.0 | 16.0% | 0.2%
Cc1onc(-c2ccccc2)c1C(=O)N1CCC2(CC1)OCCO2 | -4.3 | 11.7% | 3.5% | -9.2 | x | 0.1%
O=C(OCC(=O)N1CCc2ccccc21)c1ccccn1 | 31.7* | 30.8% | 9.4% | 51.5 | u | 1.8%
CCC[C@@H]1CCCC/C=C\CCCC(=O)OCCN1C(=O)OC(C)(C)C | x | u | 12.0% | x | u | x
O=C(CN1CCN(Cc2ccc(Cl)cc2)CC1)N/N=C/C=C/c1ccccc1[N+](=O)[O-] | -7.3 | u | u | -3.8 | u | 7.7%
COc1ccc(/C=N/NC(=O)c2cc(C(C)(C)C)[nH]n2)cc1COc1ccc(F)cc1F | 12.7 | u | u | 28.8 | 13.1µM* | -2.0%
Cc1ccc(C(=O)N[C@@H](Cc2ccccc2)C(=O)N2CCC3(CC2)NCCc2[nH]cnc23)cc1C | 7.6 | -20.4% | 20.3% | 8.7 | -13.2% | x
O=C(C1CCCN(S(=O)(=O)c2ccc([N+](=O)[O-])cc2)C1)N1CCCCC1 (stereo unspecified) | 1.1 | u | u | 2.2 | 83.0%[activator] | x
CC(C)(C)NC(=O)CN(CC1CCCO1)C(=O)CNS(=O)(=O)c1ccc(F)cc1 (stereo unspecified) | 3.8 | 1.0% | 10.2% | -8.6 | 24.4% | 11.0%
COc1ccc(S(=O)(=O)N(C(=O)c2ccncc2)c2ccc3oc4c(c3c2)CCCC4)cc1 | -5.8 | 8.7% | u | -8.3 | u | 1.3%
CCOC(=O)C1CCN(c2c(C(=O)c3ccccc3)cnc3ccc(Cl)cc23)CC1 | 1.1 | u | 6.9% | 11.2 | u | 1.7%
COc1ccc(Cl)cc1C(=O)Nc1ccc(NC(C)=O)cc1 | 3.2 | -9.6% | u | -1.8 | 35.0%[activator] | 5.1%
COc1cc(C(=O)NCC(c2cccnc2)N2CCN(C)CC2)cc(OC)c1OC (stereo unspecified) | -1.5 | -2.2% | -13.9% | 2.5 | -8.3% | 0.1%
Cc1occc1-c1nnc(SCc2cc(=O)n3cc(Br)ccc3n2)n1C | -5.3 | 7.7% | 4.3% | -7.0 | u | 5.8%
Cc1sc2ncn(CC(=O)OC(C)C)c(=O)c2c1C | 3.5 | x | x | -3.9 | -10.1% | 1.8%
Cc1nn(CC#N)c(=O)n1-c1ccc(Cl)cc1 | -4.3 | 29.4% | 22.4% | -3.3 | 20.9% | 4.2%

Profiles, quoted from the list:
COc1ccc(S(=O)(=O)N(C(=O)c2ccncc2)c2ccc3oc4c(c3c2)CCCC4)cc1 is listed with CHX counter: -5.8; Pf growth 48h: 8.7%; HCV inh: u; Shiga inhibitor: -8.3; Pf growth 96h: u; Giardia FBPA inh: 1.3%
Cc1sc2ncn(CC(=O)OC(C)C)c(=O)c2c1C is listed with CHX counter: 3.5; Pf growth 48h: x; HCV inh: x; Shiga inhibitor: -3.9; Pf growth 96h: -10.1%; Giardia FBPA inh: 1.8%

Structural class, those above with fluorine
SMILES | CHX counter | Pf growth 48h | HCV inh | Shiga inhibitor | Pf growth 96h | Giardia FBPA inh
COc1ccc(Cn2c(=O)oc3ccccc32)cc1F | 0.9 | 32.6%[activator] | 9.7% | 19.3 | 42.9%[activator] | 9.7%
COc1ccc(/C=N/NC(=O)c2cc(C(C)(C)C)[nH]n2)cc1COc1ccc(F)cc1F | 12.7 | u | u | 28.8 | 13.1µM* | -2.0%
CC(C)(C)NC(=O)CN(CC1CCCO1)C(=O)CNS(=O)(=O)c1ccc(F)cc1 (stereo unspecified) | 3.8 | 1.0% | 10.2% | -8.6 | 24.4% | 11.0%

(further entries)
SMILES | CHX counter | Pf growth 48h | HCV inh | Shiga inhibitor | Pf growth 96h | Giardia FBPA inh
Cc1ccc(CNC(=O)CCCCn2c(=O)[nH]c3ccsc3c2=O)cc1 | 0.3 | -4.1% | 2.5% | -10.4 | 10.4µM* | 7.9%
Cc1ccc(Cl)cc1NC(=O)CCC(=O)Nc1cc(Cl)ccc1C | -1.6 | x | 27.8% | -8.0 | 37.7%[activator] | 5.7%
CC(Oc1ccccc1)C(=O)Nc1c2c(nn1-c1ccccc1)CS(=O)(=O)C2 (stereo unspecified) | 1.0 | 14.2% | 25.5% | -2.4 | 36.7%[activator] | x
COc1cc2c(c(OC)c1OC)C(c1ccc3c(c1)OCO3)CC(=O)O2 (stereo unspecified) | -3.2 | x | -1.0% | i | x | -26.3%[89.2 µM]
COc1ccccc1OCc1nc2ccccc2[nH]1 | 52.1* | 163.9%[activator] | -10.1% | 51.1* | x | -12.9%
Cc1ccc(S(=O)(=O)CC(=O)N(C)C)cc1 | 0.6 | -14.5% | 9.4% | 9.1 | x | 1.3%
O=C(Cn1cnc([N+](=O)[O-])n1)NCc1ccccc1 | -4.0 | 2.8% | 7.4% | -6.9 | -14.3% | -14.1%
CCCSc1nc(O)c(C2OC(=O)c3c2ccc(OC)c3OC)c(=O)n1C (stereo unspecified) | -4.0 | -7.3% | 1.2% | 13.7 | x | 4.6%
CN(C)NC(=O)C12CCC(C)(C(=O)O1)C2(C)C (stereo unspecified) | 1.5 | 4.5% | 16.1% | -14.6 | u | 1.3%
Cc1ccc(NC(=O)Nn2cnnc2)cc1 | 4.3 | 51.1%[activator] | 12.3% | 7.1 | u | 13.5%
CCC1=C(OC(=O)N(CC)CC)N2C(=O)OC(=NCc3ccccc3)[C@]2(C)[C@H]2C1=CC[C@H]1C(=O)N(CC(=O)OC)C(=O)[C@H]12 | -1.8 | 8.28µM* | 4.0% | -2.2 | 9.28µM* | -3.1%&-2.2%
CCOC(=O)c1ccc(NC(=O)c2cc(C)nn2-c2ccccc2)cc1 | -3.6 | -21.2%[0.00184 µM] | -1.4% | -2.0 | -29.9% | -3.7%
COc1ccccc1N(C(=O)CCl)c1cn(C(C)=O)c2ccccc12 | 11.5 | u | u | 16.6 | u | 0.6%
CC(C)CNC(=O)NC(=O)COc1ncnc2sccc12 | 1.7 | -1.8% | 17.4% | -4.3 | -26.1% | -1.1%
CN(C)N=Nc1nc2c(c(=O)n(C)c(=O)n2C)n1C | 1.5 | 34.7%[activator] | u | 11.5 | 1.4% | -1.7%
COc1ccccc1C(=O)Nc1ccc(Oc2ncnc3sc(-c4ccccc4)cc23)cc1 | -5.6 | 33.9%[activator] | u | 0.8 | 35.7%[activator] | -7.6%
CN1CCN(CC(C)(C)NS(=O)(=O)c2ccc(Cl)cc2)CC1 | 1.2 | 7.2% | -2.1% | 1.2 | 30.2%[activator] | -1.5%
CCSc1nc2c(c(=O)[nH]1)C(c1cccs1)C(C(=O)OC)=C(C)N2 (stereo unspecified) | -5.0 | 19.7% | -21.3%[8.37 µM] | -12.3 | -12.0% | -4.0%
NC(=O)c1nn(-c2ccc(Oc3ccccc3)cc2)c(=O)cc1O | -1.1 | 8.9% | 5.2% | 20.2 | 11.4% | 14.3%
COc1ccc(C2Nc3ccccc3C(=O)N2O)cc1OC (stereo unspecified) | 20.3* | 20.5% | u | 16.4 | -2.8% | 4.1%
CC(=O)Nc1ccc(C(=O)OCC(=O)NC2CCCCCCC2)cc1 | 16.8 | 5.0% | 10.8% | 12.8 | -23.0% | 3.1%
CCN(CC)S(=O)(=O)c1cccc(C(=O)N2CC(O)CC2C(=O)OC)c1 (stereo unspecified) | -3.2 | 29.6% | 13.8% | -4.3 | 44.7%[activator] | -3.3%
CCN1CCCC1CNC(=O)C1c2cc(OC)c(OC)cc2C(=O)N(C)C1c1cccnc1 (stereo unspecified) | -3.2 | -0.3% | 14.1% | 0.8 | u | u
CCn1c(SC(C)C(=O)NCC2CCCO2)nc2scc(-c3ccccc3)c2c1=O (stereo unspecified) | x | 7.38µM* | u | x | 2.94µM* | x
COc1cc(C2NC(=O)NC(C)=C2C(=O)OC2CCCCC2)cc(Br)c1O (stereo unspecified) | -1.9 | x | 20.8% | -9.0 | 13.1µM* | 1.1%
CCOC(=O)C1CCN(C(=O)c2cc(COc3ccc(OC)c4ccccc34)on2)CC1 | 42.9* | 11.7% | -4.0% | 82.3* | 2.1% | u
O=C(Nc1ccc(OC(F)(F)F)cc1)c1ccc(S(=O)(=O)N2CCOCC2)o1 | 13.4 | -27.4% | u | 22.6 | u | -6.4%
O=C(CSCc1cc(=O)n2nc(C3CC3)sc2n1)Nc1ccc(F)cc1 | -9.5 | 0.3% | 3.9% | -10.0 | u | x
COC(=O)c1ccc(CNC(=O)c2ccc(NS(=O)(=O)c3ccc4[nH]c(=O)[nH]c4c3)cc2)cc1 | x | 3.8% | 6.3%[8.37 µM] | x | 31.9%[activator] | x
COc1ccccc1N/C=C/c1onc(C)c1[N+](=O)[O-] | 20.7 | 134.5%[activator] | -0.4% | 18.7 | 407.9%[activator] | 1.6%
COCCn1c(=O)[nH]c2cc(C(=O)N3CCN(c4ccccc4F)CC3)ccc2c1=O | -8.3 | -15.4% | -24.7% | 17.3 | 33.8%[activator] | 2.9%
Cc1nn(CC(=O)Nc2sc3c(c2C#N)CCC(C(C)(C)C)C3)c(C)c1[N+](=O)[O-] (stereo unspecified) | -0.9 | -0.6% | u | 29.4 | 30.3%[activator] | 1.6%
COc1cc(C2C(C#N)=C(C)NC3=C2C(=O)CC(C)(C)C3)ccc1O (stereo unspecified) | 2.7 | 10.4µM* | 5.6% | 5.0 | -20.7% | -11.9%
CCOC(=O)CSc1nc2ccc(S(=O)(=O)N3CCOCC3)cc2[nH]1 | 2.2 | 5.5% | 16.2% | -13.5 | -0.9%[5.75 µM] | -23.9%
O=C(NCCCN1CCOCC1)c1cccnc1SCc1ccccc1Cl | 11.4 | -20.1% | 14.5% | 15.1 | 4.0% | 7.9%
Nc1ccc(-c2nc3cc(N)ccc3n2CCO)cc1 | 2.2 | 12.6% | 5.1% | -3.7 | 30.0%[activator] | u
COc1ccc(-c2[nH]nc3c2C(c2ccoc2)C(C#N)=C(N)O3)cc1 (stereo unspecified) | -1.4 | -21.3% | 5.0% | -0.8 | 4.5% | -6.1%
O=C(Nc1ccccc1)O/N=C1\CCCCC1c1ccc([N+](=O)[O-])cc1[N+](=O)[O-] (stereo unspecified) | -0.8 | u | -15.1% | 20.3 | u | -3.2%
COc1ccc(C2CC(=O)N(CCCN(C)CCc3ccc(OC)c(OC)c3)C2)cc1 (stereo unspecified) | -6.6 | 21.8% | -9.2% | -4.3 | u | u
O=c1cc(CSc2nnnn2-c2ccccc2)nc2scc(-c3ccccc3)n12 | -0.9 | u | -22.3%&-67.1% | 18.7 | 8.28µM* | -0.5%
Cc1ccc(S(=O)(=O)N(C)CC(=O)NCc2ccncc2)cc1 | -5.1 | 2.5% | u | 16.1 | x | 1.4%
CCOc1ccc(Oc2ccccc2NC(=O)CSCC(=O)Nc2cc(C)on2)cc1 | x | u | 8.91µM* | x | u | x
